# Source: PubChem BioAssay (several laboratories)
# ARFGAP1 inh – inhibitors of rat ARFGAP1 GAP activity, primary screen, biochemical, fluorescence polarization, GDP tracer | inhibition, % at 16.5 µM | 0.26% of 360,000 active | ADP-ribosylation factor GTPase-activating protein 1 (Rattus norvegicus), Q62848 | Arfgap1-stimulated ARF1 GTP hydrolysis, GDP FP detection;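 active = inhibition above a per-plate limit, mean inhibition of low control wells plus 3 SD, cut at about 25% in these data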;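 note: 0% = DMSO wells with enzyme and 100% = wells lacking Arfgap1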
#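 Replicates: Single well per compound | Assay system: Truncated rat Arfgap1 GAP domain | Control set: No-Arfgap1 wells (100%) versus DMSO full-reaction wells (0%) | Times: Enzyme reaction 120 min at 25 °C after 20 min preincubation | Reagent: Human ARF1(Δ1-17)-GTP substrate | Measured by: Tracer-displacement fluorescence polarization with EDTA stop, 620/688 nm | Measure: Percent inhibition of Arfgap1-stimulated GTP hydrolysis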
# PG9 binder – binders of HIV-1 gp120 antibody PG9, primary screen, biochemical, TR-FRET; HIV-1 gp120 / PG9 antibody interaction; inhibition, % at 6.7 µM; TR-FRET gp120-PG9 antibody binding; 0.43% of 360,000 active; in the data active = inhibition above about 8.5%
# mABHD4 FP – ABHD4 inhibitors, primary screen, biochemical, fluorescence polarization, mouse. purified mABHD4, FP-Rh probe fluorescence polarization. (Lyso)-N-acylphosphatidylethanolamine lipase (Mus musculus), Q8VD66. 0.54% of 370,000 active. inhibition, % at 8.92 µM;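 active = inhibition exceeding the mean over every tested compound plus 3 SD, cut at about 30% in these data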;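 note: 0% = plate median of compound wells and 100% = S159A mutant with DMSO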
#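 Assay system: mouse ABHD4 enzyme, wild type / Also added: fluorescent activity-based probe FP-Rh / Doses: single nominal dose of 8.92 µM, 0.89% DMSO final / Timing: 45 min compound pre-incubation plus 60 min probe step, 25 °C / Signal: FP readout, ex 525 nm / em 598 nm / Control set: S159A mutant/DMSO as 100%, compound-well median as 0%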
# ASAP1 inh – inhibitors of human ASAP1 ArfGAP activity, primary screen, biochemical, fluorescence polarization; Arf-GAP with SH3 domain, ANK repeat and PH domain-containing protein 1 (Homo sapiens), …; ASAP1-stimulated ARF1 GTP hydrolysis, GDP FP detection; inhibition, % at 16.5 µM; 0.19% of 360,000 active; AID 624377, 2012; in the data active = inhibition above about 25%;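 note: 0% = vehicle with enzyme and substrate and 100% = no enzyme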
# GC-A act – GC-A stimulated cGMP production enhancers – HEK293 GC-A cells, cGMP TR-FRET, EC30 ANP, primary screen; Atrial natriuretic peptide receptor 1 (Homo sapiens), P16066; 0% at EC30 ANP, 100% saturating ANP; activation, % at 10 µM; 0.14% of 370,000 active; in the data active = activation above about 40%
# NPR2 activator – human GC-B receptor activators, primary screen, HEK293 GC-B cells, cGMP TR-FRET, EC30 CNP | Atrial natriuretic peptide receptor 2 (Homo sapiens), P20594 | 0% at EC30 CNP, 100% saturating CNP | activation, % at 10 µM | 0.11% of 370,000 active | AID 1920062, 2024;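 active = activation at 10 µM reaching about 35% in either raw or pattern-adjusted values, limit read from the data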
# Target sequence (P20594 whole entry, looked up): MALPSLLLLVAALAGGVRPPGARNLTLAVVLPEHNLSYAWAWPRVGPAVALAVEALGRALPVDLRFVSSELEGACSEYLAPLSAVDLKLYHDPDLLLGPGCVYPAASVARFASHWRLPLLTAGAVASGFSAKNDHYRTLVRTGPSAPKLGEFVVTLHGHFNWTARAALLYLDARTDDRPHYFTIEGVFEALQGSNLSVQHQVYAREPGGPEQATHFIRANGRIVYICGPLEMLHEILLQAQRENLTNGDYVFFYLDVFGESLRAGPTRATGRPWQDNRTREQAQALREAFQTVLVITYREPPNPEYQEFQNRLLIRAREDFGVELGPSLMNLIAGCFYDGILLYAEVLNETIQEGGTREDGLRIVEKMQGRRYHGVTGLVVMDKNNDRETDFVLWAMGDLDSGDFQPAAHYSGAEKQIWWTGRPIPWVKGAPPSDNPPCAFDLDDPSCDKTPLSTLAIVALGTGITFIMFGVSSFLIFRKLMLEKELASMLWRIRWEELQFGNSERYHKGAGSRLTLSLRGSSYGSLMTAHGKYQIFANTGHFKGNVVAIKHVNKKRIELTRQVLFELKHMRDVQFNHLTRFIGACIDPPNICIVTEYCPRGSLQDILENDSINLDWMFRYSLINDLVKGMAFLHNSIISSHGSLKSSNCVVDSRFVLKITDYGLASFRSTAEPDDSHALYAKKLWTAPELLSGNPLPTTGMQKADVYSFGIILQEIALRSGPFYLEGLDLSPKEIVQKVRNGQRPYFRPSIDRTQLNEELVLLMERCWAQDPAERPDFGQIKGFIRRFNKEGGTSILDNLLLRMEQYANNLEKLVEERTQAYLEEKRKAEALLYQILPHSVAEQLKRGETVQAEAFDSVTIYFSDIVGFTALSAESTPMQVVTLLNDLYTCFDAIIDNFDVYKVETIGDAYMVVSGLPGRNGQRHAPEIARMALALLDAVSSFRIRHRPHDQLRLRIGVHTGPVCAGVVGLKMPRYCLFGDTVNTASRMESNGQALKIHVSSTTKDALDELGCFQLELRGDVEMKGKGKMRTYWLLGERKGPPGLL
# NR1D1 modulator – modulators of Rev-erb alpha DNA binding, primary screen, biochemical, FITC-DNA, fluorescence polarization, uHTS | Rev-erbα–FITC-DNA binding, 90 min | activity, % at 10 µM | 0.79% of 370,000 active | AID 1259318, 2017;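 active = activity above about 14%, limit read from the data; passing the limit was not always enough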;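 note: 0% = DMSO wells with 35 nM protein and 100% = DMSO wells with 750 nM protein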
# HTRA1 inh – HTRA1 serine protease inhibitors, primary screen, biochemical, fluorescence polarization, HTS. recombinant HTRA1, FP-rhodamine activity-based probe. inhibition, % at 5.96 µM. 0.5% of 340,000 active. AID 504803, 2011; in the data active = inhibition above about 36%;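 note: 0% = enzyme with DMSO and 100% = wells lacking enzyme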
# rCAG binder – binders of r(CAG) RNA repeats, primary screen, biochemical, fluorescence; r(CAG) RNA repeat, TO-PRO-1 dye displacement fluorescence; inhibition, % at 3 µM; 1.3% of 370,000 active; AID 651821, 2012;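 active = inhibition above the plate cutoff, the mean of all test compounds on that plate plus 3 SD, cut at about 35% in these data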;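 note: 0% = DMSO alone and 100% = 100 µM mitoxantrone as full dye displacement; higher means more dye released from RNA so lower well fluorescence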
# SMARCA2 act – SMARCA2 (BRM) function activators, primary screen, cell-based, luminescence, high throughput | MG213 cells, MMTV-luciferase reporter, dexamethasone, overnight | activation, % at 9.1 µM | 1% of 370,000 active | AID 652017, 2013; in the data active = activation above about 7.8%;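 note: 0% = vehicle wells and 100% = reference activator wells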
# * marks the source's active call; other numbers are inactive results; . = not tested or not shown; & = joins results of further samples.
SMILES,ARFGAP1 inh,PG9 binder,mABHD4 FP,ASAP1 inh,GC-A act,NPR2 activator,NR1D1 modulator,HTRA1 inh,rCAG binder,SMARCA2 act
CCC(SC1=N/C(=C/c2ccccc2OC)C(=O)N1c1ccccc1)C(=O)Nc1cc(C)on1 (stereo unspecified),-4,0.3,-46,0,2,8,1,-60,11,-1
CCOC(=O)c1ccc(-c2ccc(C=O)o2)cc1,3,-0.2,-3,-25,4,0,-5,-15,-2,3
Cc1[nH]c2ccccc2c1CCNS(=O)(=O)c1ccc(S(N)(=O)=O)cc1,13,-1.0,7,12,0,-6,-1,6,4,-3
C=C(C)c1cccc(C(C)(C)NC(=O)NCc2ccncc2)c1,0,-1.1,0,-4,-5,-6,0,8,0,0
CCNC(=O)CC1SC(=Nc2cccc3ccccc23)N(C)C1=O (stereo unspecified),3,-1.1,2,10,2,-5,-4,-2,-3,2
O=C(C1=C(O)C(=O)N(Cc2ccco2)C1c1cccc(O)c1)c1ccco1 (stereo unspecified),-3,-1.0,4,2,7,6,-9,-6,3,1
COC(=O)[C@H](CCSC)NC(=O)Nc1ccc(C)c(C)c1,0,-1.3,-2,2,-3,3,3,5,4,-3
Cc1cc(/C=N/O)c(C)n1-c1ccc(Br)cc1,2,-2.5,4,3,-13,-4,3,4,6,-3
COc1ccc(CC(=O)Nc2cccnc2)cc1,-2,-0.1,1,0,2,2,-1,0,-2,-4
CCOC(=O)c1c(NC(=O)COC(=O)/C=C/c2ccco2)sc2c1CC(C)(C)NC2(C)C,20,-0.3,2,-7,16,14,-3,-50,2,1
COc1ccc(OC)c(NC(=O)Nc2nnc([C@@H]3O[C@H](CO)[C@@H](O)[C@H]3O)s2)c1,-1,-1.7,-2,2,-3,-9,-1,.,3,-4
Cc1nc(SCc2ccccc2)c2ccsc2n1,1,-0.7,-2,-2,3,8,10,-4,-5,-3
CN(C(=O)COC(=O)c1ccccc1NCCO)C1CCS(=O)(=O)C1 (stereo unspecified),0,2.3,4,-9,0,10,-6,1,-1,-1
COc1cccc(CNC(=O)N[C@@H](CC(C)C)C(=O)O)c1,8,1.2,1,-1,-5,2,2,-3,3,-2
O=C(NCCCN1CCCC1=O)c1ccc(Cl)c(S(=O)(=O)N2CCCCC2)c1,-13,0.9,2,-1,1,3,13,2,-1,0
O=C(/C=C/c1cccc([N+](=O)[O-])c1)NCc1cccnc1,2,-2.7,-2,-4,-1,3,-1,-2,2,-4
Cc1ccccc1C(=O)NC(=S)Nc1cccc(NC(=O)C(C)C)c1,-2,-1.3,-2,14,-3,6,2,1,-3,2
CC(NC(=O)CCCC1CCCCC1)c1ccc(S(N)(=O)=O)cc1 (stereo unspecified),1,-0.8,-16,8,-5,2,-5,-4,4,-4
Cc1ccccc1OCC(=O)NCC(=O)OCC(=O)c1ccc2ccccc2c1,11,3.8,3,-6,1,-3,0,6,-3,-2
CN(C)CC(=O)Nc1nc(-c2ccccc2)cs1,1,-1.3,3,1,8,7,-5,2,-3,2
CCOC(=O)C1=C(C)NC(C)=C(C(=O)OCC)C1c1ccc([N+](=O)[O-])s1,1&-7,-0.1&-2.4,-28&-9,16&-1,-20&-19,-6&-7,-1&1,-35,5&-1,-5&0
CCN(CC(=O)NC1CCS(=O)(=O)C1)C(=O)/C=C/c1cccs1 (stereo unspecified),4,1.7,2,-6,1,2,-3,1,0,0
Cc1c(C(=O)NCc2ccco2)oc2c(F)cccc12,1,-3.5,0,9,1,3,-2,-7,4,-1
Cc1c(C(N)=O)sc2ncn(CC(=O)NCCc3ccccc3)c(=O)c12,-5,-1.4,-6,-3,5,-6,-1,-5,0,1
O=C(Cc1ccc(Cl)cc1)N/N=C/c1cccc(O)c1,13,-0.7,4,1,4,1,7,-9,1,-2
C1=C2C[N+]3(CCCC3)CC2Cc2ccc3ccccc3c21 (stereo unspecified),-9,-0.9,3,-1,1,2,5,7,-1,0
CC1(C)C(O)=C(c2nc3ccccc3[nH]2)C(=N)N1c1ccccc1,-1,-0.3,7,2,5,4,2,0,6,-1
CCCOc1ccc(/C=C/c2[nH]c(=O)[nH]c(=O)c2[N+](=O)[O-])cc1OCC,-3,0.9,-2,7,-4,-2,6,1,-3,-2
CC(=O)c1c(C(C)=O)c(C)n(-c2ccc(C)c(NC(=O)c3ccccc3Cl)c2)c1C,2,-0.4,-10,-13,1,2,0,-3,-5,-2
COc1ccc(S(=O)(=O)Nc2ccc3c(c2)OCO3)cc1C(=O)O,-15,-1.7,1,0,5,1,-4,3,1,-2
NC(=S)NNC(=O)c1cc(C(F)(F)F)cc(C(F)(F)F)c1,4,0.7,-12,-6,1,1,1,0,2,-2
COC(=O)c1sc2nc(C)c([N+](=O)[O-])c(C)c2c1N,-15,1.7,-4,0,12,10,0,-1,2,0
C=CCn1c(=NC(=O)CC)n(C)c2ccccc21,10,-2.2,4,10,1,7,-3,5,0,-3
Cn1nc(C(=O)OCC(=O)N(Cc2ccccc2)C(C)(C)C)c2ccccc2c1=O,-21,0.5,-3,2,1,3,-4,-1,-5,-1
O=C(NC1CCCCCCC1)C1CCN(S(=O)(=O)N2CCCC2)CC1,9,0.1,8,10,-1,-3,3,1,-2,1
COCCN(C(=O)COC(=O)C1CC(=O)N(c2ccc(C)cc2)C1)c1c(N)n(Cc2ccccc2)c(=O)[nH]c1=O (stereo unspecified),1,-0.9,6,-9,3,-2,-2,6,1,1
O=C(Cc1ccc(-n2cccc2)cc1)NC1CCCCCC1,2,0.5,1,-4,5,6,-2,-8,8,-2
Cc1cc(C(=O)NCCN2CCOCC2)c2ccccc2n1,3,-0.1,3,9,-2,4,5,2,3,-2
O=C(CSc1nnc(CNC(=O)c2cccs2)o1)NC1CCCC1,-1,0.2,3,-1,3,6,-1,5,-3,2
CCCCc1nc2cc(C(=O)N3CCCCC3CCNC(C)=O)ccc2o1 (stereo unspecified),3,-0.1,-1,4,2,2,-5,4,-4,1
O=C(C[C@@H]1C=C[C@@H](NC(=O)Nc2cccc(F)c2)[C@@H](CO)O1)NCC1CCCCC1,-6,-0.9,-1,2,4,3,4,.,1,6
Cc1ccc(/C=N/NC(=O)c2nnn(-c3nonc3N)c2-c2ccc3c(c2)OCO3)s1,5,0.3,-12,1,0,-1,4,0,9,-2
CCOc1ccc(S(=O)(=O)NCCC(=O)NCCOc2ccccc2)cc1,-1,1.5,-6,7,2,1,1,-5,-1,-3
COc1cc(C2C(C(=O)c3ccco3)=C(O)C(=O)N2Cc2cccnc2)cc(OC)c1OC (stereo unspecified),.,.,.,.,0,4,0,-6,.,.
Cc1ccc(C(=O)NCC(=O)N/N=C/c2sccc2C)cc1[N+](=O)[O-],10,-0.4,7,0,-3,9,0,-8,-2,-1
CNC(=O)CC(C(=O)O)c1ccc(OC(C)C)cc1 (stereo unspecified),5,0.4,0,-7,1,4,1,6,0,-2
O=C(CNC(=O)c1cccs1)OCC(=O)c1cccs1,13,-0.3,-2,3,4,0,7,-2,0,-1
Cc1cc(C)c2nc(SCC(=O)NCCC3=CCCCC3)cc(C)c2c1,8,0.2,2,-10,8,-2,23,-3,-1,-4
CC(OC(=O)c1cc[n+]([O-])cc1)C(=O)NCc1ccccc1 (stereo unspecified),0,-1.1,4,6,-2,0,-5,13,2,-1
CCOc1ccc(-c2noc(COC)n2)cc1OC,0,2.0,-6,4,4,-1,1,-3,-2,1
CC(=O)Nc1c2c(nn1-c1ccc(C)cc1C)CS(=O)C2 (stereo unspecified),3,0.9,-4,10,3,1,5,2,0,-1
CCCC(=O)N1CCN(c2ccc(NC(=S)NC(=O)c3cccc(C)c3)cc2)CC1,-7,-1.6,-7,-6,-1,4,5,5,-1,-1
Cc1ccc2nc(NC(=O)CSc3nnc(C)c(=O)n3N)sc2c1,10,0.0,6,0,1,2,2,4,-2,-1
CCCS(=O)(=O)N1CCN(S(=O)(=O)c2ccccc2)CC1,3,0.3,-6,-17,2,5,-5,4,-2,4
CCOc1cc(/C=C2/C(=O)ON=C2C)ccc1O,-2,-4.5,3,-6,10,1,-3,7,-9,-1
O=C(c1cccc(Cl)c1)N1CCC(c2nc3ccccc3[nH]2)CC1,2,0.6,4,-6,-2,-1,2,-7,-4,-4
Cn1c(=O)c2c(ncn2CC(=O)Nc2cc(S(=O)(=O)N3CCCCC3)ccc2O)n(C)c1=O,2,0.5,-2,-1,5,4,5,-2,11,-4
CCCN(C)C1CN(Cc2cn(Cc3ccccc3)nn2)S(=O)(=O)C1 (stereo unspecified),1,2.0,0,0,3,-1,-4,.,2,-4
CCC(C)n1c(C)cc(=O)n1C(C)CC (stereo unspecified),1,0.5,2,8,4,2,-5,3,2,-3
OC(COc1ccccc1)CN1CCN(CC(O)COc2ccccc2)CC1 (stereo unspecified),-2,-0.1,4,-1,5,-1,-4,-4,-4,-2

# Compound profiles, from the list above. Screens in order: ARFGAP1 inh | PG9 binder | mABHD4 FP | ASAP1 inh | GC-A act | NPR2 activator | NR1D1 modulator | HTRA1 inh | rCAG binder | SMARCA2 act
# Record of CN(C(=O)COC(=O)c1ccccc1NCCO)C1CCS(=O)(=O)C1 (stereo unspecified) → 0 | 2.3 | 4 | -9 | 0 | 10 | -6 | 1 | -1 | -1
# Record of CCCC(=O)N1CCN(c2ccc(NC(=S)NC(=O)c3cccc(C)c3)cc2)CC1 → -7 | -1.6 | -7 | -6 | -1 | 4 | 5 | 5 | -1 | -1
# Record of Cc1ccccc1OCC(=O)NCC(=O)OCC(=O)c1ccc2ccccc2c1 → 11 | 3.8 | 3 | -6 | 1 | -3 | 0 | 6 | -3 | -2

# Continuation:
SMILES,ARFGAP1 inh,PG9 binder,mABHD4 FP,ASAP1 inh,GC-A act,NPR2 activator,NR1D1 modulator,HTRA1 inh,rCAG binder,SMARCA2 act
CCOc1cc(-c2nc(-c3ccncc3)no2)cc(OCC)c1OCC,-1,0.1,0,-4,-3,-8,28*,-3,0,0
COCCN(C(=O)CSc1nc2ccccc2c(=O)n1C(C)COC)c1c(N)n(Cc2ccccc2)c(=O)[nH]c1=O (stereo unspecified),-1,-1.3,4,-2,0,0,1,5,-8,-2
Cc1csc(Nc2ccccc2)n1,-6,-2.4,-1,2,1,3,-4,1,1,6
CC(C)(C)NC(=S)NC(C)(C)C,11,-4.3,-2,1,-2,9,-2,-7,-3,2
CCOc1ccc(NC(=O)CN2CCN(c3ccccc3C)CC2)cc1S(=O)(=O)N1CCCC1,3,1.5,7,4,1,3,-2,-17,2,-1
C=CCn1c(=O)c2c(C)c(C)sc2n2c(Nc3ccc(OC)cc3)nnc12,-1,-3.0,-4,4,34,39*,-3,-4,1,1
